# Pf Dd2 growth = qHTS Primary assay for Inhibitors of Plasmodium falciparum Dd2 growth in vitro; P. falciparum Dd2 growth, SYBR Green, 72 h; Potency, µM (series often up to 28.9 µM), inactives show at the top dose activity, negative = inhibition, usual class: inhibitors; 120,000 compounds, 4.3% hits; active = well fitted inhibition curve with a large enough effect; inconclusive = small, poorly fitted or top-dose-only effect; inactive = no such curve, though single readings can be large or run the other way;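 note: plate controls were DMSO vehicle for no effect and reference drug for full effect; nearly all actives have a fitted effect of over 65% in size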
#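 Readout: SYBR Green fluorescence, 485 nm excitation, 535 nm emission, after ~16 h lysis at 37C. Before that, Dd2-infected red cells (2.5% hematocrit) grew 72 h with compound, 29 uM top final concentration.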
# * = called active by the depositor; i = inactive; ? = inconclusive; [ ] = another dose, or the depositor's remark. Potency is the fitted concentration of half-maximal effect. These rows are one share of the data, so the mix of outcomes need not match the whole.
SMILES,Pf Dd2 growth
O=C(NCCc1cnc[nH]1)c1cn(CCC2CCCCN2)nn1 (configuration not stated),-3%
CCOC(=O)c1c(NC(=O)COc2cc(C)ccc2C(C)C)sc2c1CCCC2,9%
Cc1cccc(-c2ocnc2C(=O)N2CCN3CCS(=O)(=O)N(C4CC4)C(=O)C3C2)c1 (configuration not stated),-10%
CN1CCN(C(=O)CCC[C@@H]2[C@H]3CCCN4CCC[C@@H](CN2C(=O)c2cccnc2)[C@@H]34)CC1,17%
COCC(=O)N1CC[C@@H](CC(=O)O)[C@@H](CC2=NCCc3cc(OC)ccc32)C1,-4%[44.1 µM]
Cn1cnc(S(=O)(=O)N2CCCC(Cc3noc(-c4ccccc4)n3)C2)c1 (configuration not stated),i
Fc1ccc(Nc2nc(-c3ccccc3F)no2)cc1,?
CCCCNC(=O)CCCn1c(=O)c2ccccc2n(Cc2ccc(Cl)cc2)c1=O,10%
Cc1ccccc1CN1c2ccccc2S(=O)(=O)c2ccccc21,5%
Cc1nc(CC(=O)Nc2ccc(C(N)=O)cc2)cs1,26%
Cc1cccc(CN(C(=O)c2ccco2)c2ccc(CC(=O)NC(C)C)cc2)c1,i
COc1cc(Cl)c(C)cc1NC(=O)Cn1cccc1-c1nc(-c2ccc(F)cc2)no1,-17%
CN1C[C@@H](NS(=O)(=O)Cc2ccccc2)C[C@H]1c1nc(-c2ccc3c(c2)OCO3)no1,?
CC(=O)N1CCCN(CC[C@H]2CN(C(=O)CC(C)(C)C)CC[C@H]2CC(=O)O)CC1,10%[44.1 µM]
Cn1nc(-c2ccc(F)cc2)cc1[C@H]1CN2CC[C@H]1C[C@@H]2CNC(=O)Nc1ccccc1,i
Cc1ccc2oc([C@H]3CCN(Cc4ccccn4)C3)nc2c1,?
CCOc1cccc(-c2nc(C(=O)NCc3ccc4c(c3)OCO4)cs2)c1,-4%
COc1ccc(-c2cc(C(=O)Oc3cccc(C)c3)c3ccccc3n2)cc1,-1%
Cc1ccc(NC(=O)CN2C(=O)CSc3ccc(S(=O)(=O)N4CCCC4)cc32)c(C)c1,3%
Cc1ccc(Cl)cc1N1CCN(C(=O)CCSCc2ccccc2F)CC1,i
COCCNc1ncnc2c1CN(C1CNC1)C(=O)CN2C,7%
CCn1c2ccccc2c2cc(NC(=O)COc3cccc(C)c3)ccc21,i
c1ccc2c(c1)CCN2C1CN(CC2CCCCC2)C1,?
Cc1ccc(N(CC(=O)Nc2ccc(Br)cc2)S(=O)(=O)c2cccs2)cc1,-6%
CCc1ccccc1NCc1nnc2n1CCCCC2,58%[activator]
COC(=O)c1ccccc1NC(=O)CSc1n[nH]c(C)n1,53%[activator]
Cc1ccc(CN(Cc2ccco2)C(=O)COc2cccc(C)c2C)o1,-18%
CCOc1ccc(-c2cc3nc(C4CCN(C(=O)OC(C)(C)C)CC4)c(C(=O)Nc4ccc(C)cc4C)cn3n2)cc1,8.9µM*
COc1cccc(CC(=O)N2C[C@@H](CO)[C@H](c3ccccn3)C2)c1,10%
O=C1NCCCCCCN(Cc2ccncc2)[C@@H]2CN(C(=O)NCCc3ccccc3)CC[C@@H]12,i
O=C(CC[C@@H]1CNC(=O)[C@@H]2C[C@H](NCc3ccc(OC(F)(F)F)cc3)CN12)Nc1ccccc1,i
O=C(N1CCCC1)N1CCN(C2CNC2)C(=O)C1,-3%[44.1 µM]
CNC(=O)c1cccc(-c2cnc(NC(=O)c3ccncc3)c3c2CCO3)c1,6%[44.1 µM]
O[C@@H]1C[C@@H](c2nnc3n2CCN(Cc2cccc4[nH]ccc24)C3)N(Cc2ccccc2)C1,i
CN(C(=O)Cn1cccc1-c1nc(-c2ccc3c(c2)OCO3)no1)c1ccccc1,i
CCCCCCn1c(/C=C/c2ccccc2)nc2ccccc21,?
Cc1ccc(CNC(=O)CCS(=O)(=O)c2cc3c(cc2Cl)NC(=O)CO3)cc1,20%
CCOc1ccc(C(=O)Nc2cccc(NC(=O)c3ccco3)c2)cc1Cl,4%
CN(C(=O)Cn1cnc2onc(-c3ccc(F)cc3)c2c1=O)c1ccccc1Cl,-12%
O=C(c1ccc2cc[nH]c2c1)N1C[C@@H](CO)[C@H](c2ccccn2)C1,16%
Cc1cc(C)n(-c2nnc(Nc3ccc(C)c(C)c3)c3ccccc23)n1,-22%
CN(C)c1cccc(C(=O)N2CCC(c3n[nH]c(=O)n3-c3ccccc3)CC2)c1,?
CC(C)c1nnc(C2CN(C(=O)C3CCCCC3)CC23CCOCC3)o1 (configuration not stated),-12%
CCc1cccc(C)c1NC(=O)Cn1nc2n(c1=O)CCCC2,i
COc1cncc([C@@H](NC(=O)c2ccc3c(c2)CCC3)C2CC(O)C2)c1 (some centres not stated),1%
CSc1cccc(NC(=O)CN(c2ccccc2)S(=O)(=O)N(C)C)c1,31%[activator]
CC(C)C[C@@H]1N[C@H](C(=O)O)Cc2cn(Cc3nccn3C)c3cccc1c23,i
CC(=O)N1c2ccc(S(=O)(=O)N3CCC(C(=O)Nc4cccc(Cl)c4C)CC3)cc2CC1C (configuration not stated),?
COc1ccc(C2c3c(-c4ccc(F)cc4)n[nH]c3C(=O)N2c2ccccc2)cc1OC (configuration not stated),-4%
CCC(=O)N1CC(C(N)=O)C2(CCOCC2)C1 (configuration not stated),3%
COCCCNC(=O)c1ccc(-n2c(-c3ccccc3)cc3c2CCCCC3)cc1,5µM*
CCN(CC)C(=O)CCc1c(C)nn(-c2ccc(F)cc2)c1Oc1ccccc1F,i
CCCNC(=O)c1cnc2c(-c3ccc(OCC)c(OCC)c3)c(C)nn2c1-c1ccccc1,9%
O=C(Nc1c(C(=O)N2CCN(c3ccc(F)cc3)CC2)oc2ccccc12)c1c(F)cccc1F,?
CN(Cc1ccccc1)C(=O)C1(c2ccc(NC(=O)C3CC3)cc2)CCCCC1,4.5µM*
Cc1ccccc1S(=O)(=O)N1CCCC(CCC(=O)N2CCc3ccccc3C2)C1 (configuration not stated),-27%
C=CCNC(=O)O[C@@H]1CC(C(=O)N[C@@H](Cc2ccc(OC)cc2)C(N)=O)=C[C@@H](NC(=O)c2ccc(OC)cc2)[C@H]1O,-2%
COCC1CN(C)CC12CCN(C(=O)CCc1cccc(OC)c1)CC2 (configuration not stated),?
CN1CCC([C@@H]2CN(S(=O)(=O)c3cccc(Cl)c3)C[C@H]2C(N)=O)CC1,-13%
Cc1ccc(-n2c(/C=C/c3ccccc3)nc3ccccc3c2=O)cc1Cl,?
# Additional compounds
SMILES,Pf Dd2 growth
COc1ccc(Cl)cc1C(=O)NCc1nc(-c2cccc(C)c2)no1,31%[activator]
Cc1oc2ncn(CC(C)C)c(=O)c2c1C(=O)Nc1cc(F)ccc1F,23%
COc1ncccc1-c1cc(-c2ccncc2)c2cncn2c1,?
O=C(NCc1ccc(Cl)cc1)[C@@H]1Cc2nc[nH]c2CN1Cc1cccs1,-14%[44.1 µM]
O=C(c1cccnc1)N1CCCC2(COc3ccccc3[S+](=O)([O-])N2)C1 (configuration not stated),11%
COCc1noc(CCNc2cc(C)nc(-c3ccccc3O)n2)n1,?
O=S(=O)(c1ccccc1F)N1CCC(Oc2ccc(-n3cnnn3)cc2)CC1,7%
Cc1noc(C)c1S(=O)(=O)N1CCCC(c2nn[nH]n2)C1 (configuration not stated),23%
Cc1ccc(S(=O)(=O)N(CC(=O)Nc2c(C)cccc2C)c2cccc(Cl)c2)cc1,?
Cn1cc(CN2CCNc3cnc(-c4ccccc4)cc3C2)cn1,-17%[44.1 µM]
O=C(NCc1ccc(F)cc1)c1cc(-c2ccc(Cl)cc2)n[nH]1,58%[activator][5.79 µM]
CC(=O)N[C@H]1C[C@@H](c2cc(C)c(C)cc2C)O[C@@H](C(C)(C)C)C1,?
Cc1ccc(C(=O)Nc2cccc(-c3nc4cccnc4s3)c2C)cc1,-22%
NC(=O)C1CCN([C@H]2[C@@H]3OC[C@@H](O3)[C@@H](NC(=O)Nc3ccccc3)[C@@H]2O)CC1,14%[44.1 µM]
CN(Cc1nc2ccsc2c(=O)[nH]1)C(=O)CCC1NC(=O)NC1=O (configuration not stated),26%
O[C@@H]1C[C@@H](c2nnc3n2CCN(Cc2ccccc2)C3)N(Cc2ccccc2)C1,?
Cn1nc2n(c1=O)CCC(NS(=O)(=O)c1ccc3c(c1)CCCC3)CC2 (configuration not stated),i
COC[C@@H]1CN(c2cnccn2)C[C@H]1C(=O)NCc1c(C)n[nH]c1C,-1%
Cc1nn(CCC(=O)N2CCN(c3ccccc3)CC2)c(C)c1S(=O)(=O)N1CCCC1,7%
CC(=O)N1CCn2ncc(C(=O)NCc3ccc(Cl)nc3)c2C1,10%
O=C(O)CCc1cc2n(n1)CCCN(C(=O)c1ccc3n[nH]nc3c1)C2,4%
Cc1ccccc1OCC(=O)Nc1ccccc1C(=O)OCc1cc(=O)n2c(C)csc2n1,i
CCc1ccccc1N(C)S(=O)(=O)c1ccc2c(c1)C(C)(C)C(=O)N2C,?
CC(C)c1ccc(NC(=O)CC2NCCNC2=O)cc1 (configuration not stated),31%[activator]
Cc1ccc(C(=O)NCCc2ncc(C)n2C2CCCC2)cn1,?
CC1CCN(c2csc3ccc(F)cc3c2=O)CC1,1%
COC(=O)c1ccccc1NC(=O)Cn1c(CCC(=O)O)ccc1-c1ccc(C)cc1,-21%
COC(=O)[C@@H]1Cc2c([nH]c3ccccc23)[C@H]2C[C@@H](NCCCn3ccnc3)C[C@@H](c3ccc(Cl)c(F)c3)N21,3.2µM*
COc1cccc(C2Cn3nnc(-c4nc(-c5ccc(OC(C)C)cc5)no4)c3CO2)c1 (configuration not stated),-20%
O=C(NCC1CC1)C1CCN(C(=O)c2ncn3c2COC(c2ccccc2)C3)CC1 (configuration not stated),i
CC(=O)N[C@H]1C[C@@H](c2nc(-c3cccnc3)no2)N(C)C1,-19%[44.1 µM]
Cc1nc(C)c(C(=O)N2CCC3(CC2)CN(c2ncccn2)CC3CO)s1 (configuration not stated),-17%
O=C(CCOc1ccccc1)N(Cc1cccnc1)c1nc2ccc(Cl)cc2s1,?
CCc1ccc(NC(=O)N(Cc2ccc(C)cc2)Cc2cccn2-c2nnc(N3CCCC3=O)s2)cc1,13µM*
O=C(Cn1ncc2c1-c1ccccc1OC2)N1CCN(c2ccccc2F)CC1,19%
CC(C)Cc1cc(C[C@@H]2C[C@H](NC(=O)C(C)(C)C)C2(C)C)no1,?
c1ccc(CC2=NOC3(CCN(C4CCCCC4)CC3)C2)cc1,10µM*
CS(=O)(=O)N(C1CCNCC1)C1CCOCC1,49%[activator]

# Screening data: PubChem, National Center for Advancing Translational Sciences (NCATS)
